NS3 helicase inh = HCV NS3 helicase inhibition. 290,000 tested, 0.56% active. NS3 helicase DNA unwinding, Cy5 molecular beacon fluorescence. inhibition, % at 10.9 µM. AID 1800;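 active = inhibition above the mean of all tested compounds plus 3 SD, set per campaign, cut at about 35% in these data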;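 note: 0% = DMSO wells and 100% = thioflavine S control wells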
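Material: hepatitis C virus NS3 helicase domain fragment enzyme; measured by: Cy5 fluorescence, 0 and 60 min reads; control set: DMSO and thioflavine S; incubation: 60 min unwinding reaction at 25 °C after ATP addition; read-out basis: % inhibition from 60/0 min fluorescence ratio, DMSO 0%, thioflavine S 100%; repeats: singlicate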
VIM-2 inh = inhibitors of Pseudomonas aeruginosa VIM-2 metallo-beta-lactamase | purified VIM-2, nitrocefin hydrolysis, epi-absorbance fluorescence | inhibition, % at 5.6 µM | 290,000 tested, 0.89% active | AID 1527;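 active = inhibition above the mean of all tested compounds plus 3 SD, cutoff set per screening run, cut at about 7.5% in these data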;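 note: red hydrolysis product quenches plate fluorescence so inhibitors raise well fluorescence; 0% = enzyme with DMSO and 100% = DMSO without enzyme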
MEKK2 WT-MEK5 = raises or lowers MEK5 binding to wildtype human MEKK2 PB1 domain; binding response (% of control), % at 10 µM; 290,000 tested, 1.1% active; bead flow cytometry, Alexa488-MEK5 binding to MEKK2 WT; actives lie on both sides; Q9Y2U5; in the data active = binding response below about 67% or above about 130%
FID counter = counter-screen for HCV NS3 helicase inhibitors: DNA intercalator displacement. DNA fluorescent intercalator displacement, fluorescence. inhibition, % at 7.9 µM. 290,000 tested, 0.17% active; in the data active = inhibition above about 37%;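 note: 0% = vehicle and 100% = reference compound; higher means more ethidium bromide displaced from hairpin DNA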
M18AAP inhibitor = PfM18AAP enzyme inhibition; recombinant PfM18AAP, H-Glu-NHMec fluorogenic cleavage; inhibition, % at 7.35 µM; 290,000 tested, 1.2% active; AID 1822;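 active = inhibition above the campaign mean inhibition over all tested compounds plus 3 SD, cut at about 28% in these data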;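 note: 0% = plate median of test compound wells and 100% = 2 mM ZnCl2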
NALP1 inh = NALP1 inhibition | 280,000 tested, 0.61% active | inhibition, % at 10 µM | AID 2071 | S. cerevisiae NALP1/ASC/caspase-1 growth, X-gal OD620, 72 h; in the data active = inhibition mostly above about 24%, no sharp cut-off; inactive = mostly below about 32%; note: some compounds called inactive have numbers as strong as hits
IMP-1 inhibitor = blocks Pseudomonas aeruginosa IMP-1 metallo-beta-lactamase | 290,000 tested, 0.45% active | purified IMP-1, nitrocefin hydrolysis, epi-absorbance fluorescence | inhibition, % at 5.6 µM;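 active = inhibition above the mean plus 3 SD of all compounds in the same screening run, cut at about 4.5% in these data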;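 note: 0% = IMP-1 with DMSO and 100% = DMSO wells lacking enzyme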
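system = purified recombinant IMP-1 beta-lactamase | amount = 0.2 nM IMP-1, as dispensed | medium = HEPES buffer pH 7.1 with ZnSO4 and Brij 35 | times = 25 °C, 15 min preincubation, 25 min reaction | detection = plate fluorescence quenching by hydrolysis product, ex 480/em 530 nm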
UBC9 SUMO inh = inhibitors of human SUMOylation (UBC9) | HTRF SUMOylation assay, SAE1/SAE2 + UBC9, in vitro | inhibition, % at 35 µM | 290,000 tested, 0.36% active; in the data active = inhibition above about 50%, passing the limit was not always enough; note: strong numbers were not always called active
Target sequence (P63279 whole entry, looked up): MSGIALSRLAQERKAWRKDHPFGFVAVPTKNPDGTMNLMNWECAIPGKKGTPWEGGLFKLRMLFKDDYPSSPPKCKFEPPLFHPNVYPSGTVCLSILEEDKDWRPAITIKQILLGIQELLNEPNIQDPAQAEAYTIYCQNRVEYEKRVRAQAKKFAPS
MEKK2mut PB1 HTS = signal of MEK5 binding to mutant human MEKK2 PB1 domain; bead flow cytometry, Alexa488-MEK5 binding to MEKK2 mutant; 290,000 tested, 0.35% active; percent response, % at 10 µM; AID 1530; in the data active = percent response above about 24%, passing the limit was not always enough; note: inactives centre near 1; some results filed as inactive read as strong as hits
Starred values were filed as active, the others as inactive; · = no result given. An unsorted share of the library, and some 4.7% of all compounds hit somewhere here.

SMILES | NS3 helicase inh | VIM-2 inh | MEKK2 WT-MEK5 | FID counter | M18AAP inhibitor | NALP1 inh | IMP-1 inhibitor | UBC9 SUMO inh | MEKK2mut PB1 HTS
COc1ccc(CCNS(=O)(=O)c2ccc3c(c2)CC(C)N3C(C)=O)cc1OC (centres undefined) | 4 | -0.2 | · | -9 | 3 | -1 | -4.5 | 9 | ·
CCCn1c(=S)[nH]c2cc(C(=O)N3CCN(C4CCCCC4)CC3)ccc2c1=O | -5 | -4.2 | 99 | 7 | 11 | -31 | -2.2 | 1 | -1
COC(=O)CNc1nc(-c2ccncc2)nc2ccccc12 | 1 | 2.8 | · | -3 | 4 | 12 | -2.3 | 22 | ·
CC(C)N(c1ccccc1)c1ccc(NC(=O)CCl)cc1 | 4 | -2.3 | 103 | -15 | 7 | 5 | -3.3 | -14 | 1
O=c1c2cc(Cl)ccc2nc(-c2ccccc2)n1O | 12 | 0.1 | 105 | -3 | -3 | -27 | -2.3 | 3 | 1
COc1ccc(NC(=O)N2c3ccccc3C(C)=CC2(C)C)cc1 | 8 | -2.2 | 99 | -3 | 1 | 4 | -1.9 | -8 | -1
CC(C)(C)NS(=O)(=O)c1cccc(S(=O)(=O)c2cccc(S(=O)(=O)NC(C)(C)C)c2)c1 | -16 | -2.8 | 107 | -18 | 2 | -9 | -2.8 | -10 | -2
O=C(Nn1cnnc1)C1CCCN1S(=O)(=O)c1ccc(F)cc1 (centres undefined) | -3 | -4.1 | 108 | 3 | 9 | 0 | -1.8 | 1 | 2
CCOc1ccc(C(=O)OCC(=O)NCCCc2ccccc2)cc1 | -16 | -0.4 | 105 | -29 | -1 | 18 | -2.8 | -14 | 6
Cc1ccc(-n2ncc(-c3nnc(SCC(=O)NC4CCCC4)o3)c2N)cc1C | 2 | -4.0 | · | -17 | 4 | 18 | -2.4 | 22 | ·
COc1ccccc1N1CCN(C(=O)CCCNC(=O)Cn2cnc3sc(C)c(C)c3c2=O)CC1 | -5 | -3.0 | 100 | -47 | 1 | -2 | -3.5 | -6 | 1
CCOC(=O)/C(C)=N/NC(=O)c1ccc([N+](=O)[O-])cc1 | 12 | -1.7 | 98 | 0 | -7 | -5 | -2.6 | 12 | 2
O=C(COc1ccc(-c2ccccc2)cc1)NNC(=O)NC1CCCCC1 | 0 | -0.6 | 88 | -27 | -9 | -2 | -2.1 | 10 | -6
Cc1ccc(OCCCSc2ncccn2)cc1C | 0 | 0.6 | 96 | -8 | -1 | 9 | -3.7 | -15 | 3
COc1cccc(CN2CC(C(=O)NCc3ncc(C)[nH]3)CCC2=O)c1 (centres undefined) | -3 | -1.1 | 102 | -4 | -2 | 14 | -1.6 | 4 | 0
COc1cccc(OC)c1C(=O)Nc1ccc2c(c1)n(C)c(=O)n2C | -6 | -0.4 | 113 | -9 | -7 | 17 | -2.8 | -3 | 10
O=C(CN1CCN(c2ccc(F)cc2)CC1)Nc1cccnc1Cl | -2 | -1.4 | 108 | -12 | 0 | 7 | -3.3 | 4 | 4
CC(C)[C@H](NC(=O)[C@@H]1CSC2c3ccccc3C(=O)N21)C(=O)NCc1ccncc1 (some centres undefined) | -3 | -3.4 | 97 | -18 | -1 | 11 | -1.2 | 4 | 0
Cc1nn(CC(=O)NCc2ccccn2)c(C)c1[N+](=O)[O-] | 0 | -1.9 | 103 | -1 | -1 | -8 | -2.3 | 16 | 7
O=C(C1CCCN(S(=O)(=O)c2ccc(Br)cc2)C1)N1CCN(Cc2ccccc2)CC1 (centres undefined) | -16 | 2.9 | 100 | -18 | -1 | 18 | 1.0 | -13 | -4
CCOc1ccc(NC2=C(Cl)C(=O)N(C3CCCCC3)C2=O)cc1 | 9 | -0.8 | 104 | -2 | 3 | 28 | -3.0 | 10 | -1
Cc1cc(OC2CCCCC2)nc(-c2ccccc2O)n1 | 6 | -4.5 | 100 | 0 | 4 | 18 | -2.9 | -19 | -7
O=C(CCN1CCN(CC(=O)Nc2ccccc2F)CC1)Nc1ccccc1F | -4 | -1.7 | 103 | -3 | -9 | -18 | -3.3 | -9 | 3
CCCOc1ccc(Cc2c(Cl)nc(SC)nc2OC)cc1 | -7 | -1.7 | 95 | 1 | 2 | 30 | -0.7 | -2 | -2
CC/C(=N\NC(=O)c1c[nH]c2ccccc12)c1cccs1 | -15 | -3.6 | 104 | -4 | -73 | 14 | -2.2 | -16 | 1
CC1CCc2nc3ccccc3c(C(=O)OCC(=O)N3CCc4ccccc43)c2C1 (centres undefined) | 0 | -4.4 | 99 | -7 | 1 | -19 | -3.1 | 10 | -2
COc1c(Cl)cc(C(=O)Nc2ccc(Cl)cn2)cc1Cl | -3 | -2.8 | 112 | -2 | -6 | 10 | -3.2 | -6 | 13
Cc1c(C(=O)Oc2ccc(Cl)cc2)n(C)oc1=O | -14 | -2.7 | 98 | 2 | -4 | 11 | -1.5 | -2 | 1
Nc1nc2c(c3c1c(=O)oc1ccccc13)CCCCC2 | 2 | -1.0 | 101 | 0 | 1 | 5 | -3.1 | 20 | 3
COC(=O)/C(=N/Nc1ccccc1C)Sc1nnc(C(O)c2ccccc2)n1-c1ccccc1 (centres undefined) | 14 | 0.4 | 105 | -8 | 0 | 28 | -2.1 | 13 | 4
CCn1c(Cc2ccccc2)nnc1SCC(=O)Nc1nccs1 | -2 | -3.9 | 97 | -14 | 2 | 7 | 1.3 | -2 | -3
O=C(Nc1cccnc1Cl)c1cc(-c2ccc(Cl)cc2)on1 | 2 | -2.0 | 93 | -5 | -1 | 2 | -4.8 | -6 | -2
Fc1ccc(NC(=S)N2CCSC2c2cccs2)cc1 (centres undefined) | -4 | -0.2 | 101 | 4 | -6 | 49 | -2.5 | 1 | -1
CN(C)c1cccc(NC(=O)Cc2ccc(F)cc2)c1 | 5 | -2.4 | 93 | -1 | 39* | 15 | -3.3 | 10 | -8
O=C(c1ccc(F)cc1)N1CCN=C1c1ccccc1 | 2 | -1.5 | 107 | -1 | -7 | 10 | -2.2 | 0 | -1
C=C(C)c1cccc(C(C)(C)NC(=O)Nc2nnc(C(C)C)s2)c1 | -3 | -1.9 | 82 | -32 | -6 | · | -1.8 | -2 | -22
CSc1nnc(C(C)(C)C)c(=O)n1/N=C/c1ccc(C(C)C)cc1 | -21 | -3.0 | 92 | -2 | -1 | 1 | -2.0 | -4 | -7
Cc1ccc(CNc2nc3ccccc3n3cnnc23)cc1 | 3 | -4.4 | 111 | -3 | 4 | 17 | -6.5 | 3 | 9
CCC(=O)c1ccc(N2CCOCC2)c(F)c1 | -5 | -3.3 | 99 | -1 | 3 | · | -1.7 | · | -2
Cc1ncsc1C(=O)N1CCCC(C(=O)c2ccc3ccccc3c2)C1 (centres undefined) | -4 | 0.8 | 98 | -41 | -14 | 15 | -0.5 | 20 | -1
Cc1cc(C)n2nc(C(=O)NCc3ccccc3)cc2n1 | 2 | -3.2 | 107 | -9 | 17 | -30 | -4.7 | 1 | 8
COC(=O)[C@@H](NC(=O)c1ccc(OC2CCN(Cc3ccccn3)CC2)cc1)C(C)C | 3 | -0.3 | 91 | -4 | -4 | 4 | -0.8 | 7 | -16
CCN(CC(=O)NC1CCCCC1)S(=O)(=O)c1ccc(Cl)cc1 | 7 | -2.1 | 101 | -8 | 3 | 26 | -4.1 | 15 | 3
CCCCN1C(=O)/C(=C/C=C2\N(C)c3ccccc3C2(C)C)SC1=S | 5 | 2.9 | 130 | -1 | 7 | 26 | 3.6 | 26 | 156*
CCOc1ccc(/C=C2/SC(=S)N(n3c(C)ccc3C)C2=O)cc1 | 10 | -1.7 | 87 | -9 | 6 | 6 | 1.1 | -7 | -2

Brought forward from above: three entries; new compounds follow.
SMILES | NS3 helicase inh | VIM-2 inh | MEKK2 WT-MEK5 | FID counter | M18AAP inhibitor | NALP1 inh | IMP-1 inhibitor | UBC9 SUMO inh | MEKK2mut PB1 HTS
CCN(CC(=O)NC1CCCCC1)S(=O)(=O)c1ccc(Cl)cc1 | 7 | -2.1 | 101 | -8 | 3 | 26 | -4.1 | 15 | 3
CCCCN1C(=O)/C(=C/C=C2\N(C)c3ccccc3C2(C)C)SC1=S | 5 | 2.9 | 130 | -1 | 7 | 26 | 3.6 | 26 | 156*
CCOc1ccc(/C=C2/SC(=S)N(n3c(C)ccc3C)C2=O)cc1 | 10 | -1.7 | 87 | -9 | 6 | 6 | 1.1 | -7 | -2
O=C(COc1ccc([N+](=O)[O-])cc1)Nc1ccc(C(=O)NCc2cccnc2)cc1 | 2 | 0.3 | 93 | -5 | -1 | 10 | -2.0 | -14 | -6
N/C(Cc1cccc2ccccc12)=N\OC(=O)c1ccccc1F | -7 | -0.7 | 89 | 0 | 10 | 17 | -5.3 | -7 | -7
C1=CC2CC1CC2CN1CCN(Cc2ccccc2)CC1 (centres undefined) | -5 | -1.4 | · | 6 | 16 | 66 | -4.0 | 5 | ·
CCOc1cccc(/C=C(/C#N)c2nc3ccccc3[nH]2)c1OCC(=O)O | 8 | 0.1 | 109 | -32 | 8 | 2 | -5.0 | 15 | 4
CC(C)c1ccc2occ(-c3nn[nH]n3)c(=O)c2c1 | -2 | -2.3 | 99 | -5 | 14 | 14 | -5.3 | -13 | -1
Cc1nc2c(C(=O)NCc3ccccc3Cl)c[nH]n2c(=O)c1Cl | 56* | 3.7 | 97 | -5 | 0 | 28 | 0.2 | 13 | -1
COc1ccc(C(c2nnnn2Cc2cccs2)N2CCN(c3ccccc3F)CC2)cc1 (centres undefined) | -3 | 0.2 | 98 | 0 | -7 | 21 | -0.2 | 9 | 2
CCN(CC)CCNC(=O)c1cn(CC)c2ccc(S(=O)(=O)N3CCc4ccccc4C3)cc2c1=O | -19 | -1.3 | 116 | 28 | -7 | 17 | -3.1 | -6 | 8
CC(=O)Nc1c(S(=O)(=O)c2ccccc2)c2nc3ccccc3nc2n1Cc1ccccc1 | 5 | -6.1 | 103 | -12 | -4 | 4 | -1.7 | -4 | 5
CN(C)CCCNC(=O)c1ccc(Oc2ccccc2)cc1 | 0 | -3.2 | 109 | 13 | -2 | -14 | -4.4 | 2 | -1
Cc1ccc2occ(CN3CCN(Cc4ccccc4)CC3)c(=O)c2c1 | 6 | -1.0 | · | -1 | -4 | 25 | -2.8 | 5 | ·
CC1=C(C#N)C(NC(=O)c2ccc(Cl)cc2)(C(F)(F)F)C(=O)N1 (centres undefined) | 2 | -1.9 | 104 | -1 | 1 | 29 | -1.9 | 0 | 0
COc1ccccc1NC(=S)N(Cc1ccc(C(=O)O)cc1)Cc1ccc(OC)c(OC)c1 | 27 | 1.6 | 81 | -39 | 0 | 27 | 0.1 | 6 | -13
CC(C)N(C)Cc1nnnn1CC(=O)NCc1cc(F)cc(C(F)(F)F)c1 | 2 | -2.2 | 108 | -8 | 3 | -29 | -5.0 | 11 | 10
Nc1cccc(S(=O)(=O)c2ccc(N)c(N)c2)c1 | -7 | -3.4 | 94 | 0 | 3 | 14 | -1.7 | -27 | -6
Cc1n(CC(=O)c2ccc(F)cc2)c2ccccc2[n+]1C | -13 | -1.4 | 100 | 9 | 1 | -13 | -1.7 | 15 | 2

Screening data as filed in PubChem.
